Source: PubChem BioAssay
Xi reactivation: activators of inactive X chromosome reactivation, primary screen, imaging, XiGFP fibroblasts, GFP high-content imaging, set 2. 360,000 compounds, 0.055% hits. XiGFP mouse fibroblasts, % GFP-positive cells imaging, 3 d; cells co-treated with 5-aza-dC sensitizer; scaled so ellipticine positive control = 100%. activation, % at 7.58 µM;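 active = mean normalized replicate activation at least 10% and every replicate at or above 10%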;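 also: 0% = median of on-plate neutral control wells and 100% = ellipticine 6 µM median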
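material = 68-5-11 XiGFP fibroblast line | medium = DMEM plus 5-aza-dC sensitizer | schedule = 3 days compound exposure | benchmarks = positive control ellipticine, 6 µM final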
RAD52 inh: RAD52 DNA annealing inhibitors, primary screen, biochemical, FRET, single point, set 2. DNA repair protein RAD52 homolog (Homo sapiens), P43351. recombinant RAD52 DNA annealing, FRET fluorescence. inhibition, % at 18.7 µM. 360,000 compounds, 0.46% hits;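 active = every replicate showing at least 50% inhibition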
Target sequence (P43351 whole entry, looked up): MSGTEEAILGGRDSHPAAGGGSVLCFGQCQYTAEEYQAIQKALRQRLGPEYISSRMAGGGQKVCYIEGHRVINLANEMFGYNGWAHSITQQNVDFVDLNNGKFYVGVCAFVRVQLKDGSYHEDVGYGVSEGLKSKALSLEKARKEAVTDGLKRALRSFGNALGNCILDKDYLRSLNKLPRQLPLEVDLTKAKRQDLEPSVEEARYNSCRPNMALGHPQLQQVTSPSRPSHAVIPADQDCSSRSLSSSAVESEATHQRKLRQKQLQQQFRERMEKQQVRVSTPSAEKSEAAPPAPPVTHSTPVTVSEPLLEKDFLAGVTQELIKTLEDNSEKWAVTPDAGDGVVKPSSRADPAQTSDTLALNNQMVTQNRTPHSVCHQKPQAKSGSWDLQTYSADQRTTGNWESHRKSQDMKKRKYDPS
ARNT TACC3 PPI: disruptors of ARNT/TACC3 protein interaction, primary screen, biochemical, AlphaScreen, single concentration | Transforming acidic coiled-coil-containing protein 3 (Homo sapiens), Q9Y6A5 | AlphaScreen His-ARNT PAS-B/GST-TACC3 binding, luminescence; TACC3 fragment carries E629A point mutation | inhibition, % at 9.99 µM | 390,000 compounds, 0.66% hits;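 active = mean inhibition of replicates at least 50% and at least half of replicates each reaching 50%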;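 also: 0% = complete ARNT plus TACC3 wells and 100% = ARNT alone without TACC3; many hits fall short of the cut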
ERAP1 HTS inh: human ERAP1 aminopeptidase inhibitors, primary screen, biochemical, single point, plate reader | Endoplasmic reticulum aminopeptidase 1 (Homo sapiens), Q9NZ08 | recombinant ERAP1, Leu-AMC fluorescence, 60 min | inhibition, % at 10.7 µM | 340,000 compounds, 0.15% hits;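 active = mean replicate inhibition of at least 30%, or all replicates individually reaching that 30% level; inactive = mean below 30% and not every replicate reaching it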;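 also: 0% = neutral control wells and 100% = L-leucinethiol positive control wells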
CFTR F508del cor: F508del CFTR correction, initial screen, CFBE line, single point. CFBE cells, YFP halide quenching; stimulated with forskolin plus potentiator P3; % fluorescence drop versus neutral controls. activity (quench increase), % at 7.58 µM. 350,000 compounds, 0.36% hits;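 active = mean added fluorescence quench of at least 8% versus neutral control, with both replicates also reaching 8%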;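 also: cells transiently co-express mutant CFTR-F508del with the halide-sensitive YFP; corrector assay measuring rescue of mutant channel to the surface after 24 h compound exposure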
esBAF inh: Bmi1 luciferase reporter increase in mESCs, primary screen, esBAF inhibitor project, mouse ES cells, Bmi1 luciferase knock-in, single point; 24 h; 100% = twice the neutral-well signal; reporter increase, % at 12.5 µM; 350,000 compounds, 2% hits; in the data active = activation above about 40%;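 also: 0% = median of the plate's neutral control wells and 100% = double that signal; a rise in the Bmi1 reporter signal indicates esBAF inhibition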
GSIS activator: GLuc luminescence reporter in INS-1E cells, primary screen for activators of glucose-dependent secretion of insulin; INS-1E GLuc reporter insulin secretion, 2-3 h; activation, % at 16.6 µM; 370,000 compounds, 0.61% hits; AID 743287, 2014;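 active = lowest replicate activation of at least 40%, so every replicate reaches that level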;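 also: 0% = median of neutral control wells and 100% = median of IBMX positive control wells; some compounds called inactive have numbers as strong as hits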
RAD54 inh: inhibitors of human RAD54 branch migration, primary screen, biochemical, fluorescence, single point; RAD54 Holliday junction branch migration, FAM/BHQ fluorescence; 360,000 compounds, 0.14% hits; DNA repair and recombination protein RAD54-like (Homo sapiens), Q92698; inhibition, % at 10.4 µM;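 active = mean normalized replicate activity at least 40 and at least half of replicates scoring 40 or more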;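 also: 0% = median of neutral control wells and 100% = median of positive control wells; inhibitors cause a drop in the FAM fluorescence signal; in these data hits start at about 50%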
Numbers without * were called inactive; x = not tested or not shown.

#	SMILES	Xi reactivation	RAD52 inh	ARNT TACC3 PPI	ERAP1 HTS inh	CFTR F508del cor	esBAF inh	GSIS activator	RAD54 inh
1	CCOCCCNC(=O)c1ccc(CN2CCc3ccccc3C2)cc1	0.0	-1	x	6	-2.7	4	8	-13
2	COCC#Cc1ccc2c(c1)O[C@H](CN(C)CC1CC1)[C@H](C)CN([C@@H](C)CO)S2(=O)=O	-0.5	-4	1	0	1.5	0	3	3
3	COc1ccc2c(c1OC)C(=O)N(c1cccc(/C=C/C(=O)O)c1)C2	0.0	-5	-9	-8	-2.0	-7	13	-6
4	CCc1nnc(NC(=O)c2ccc3c(=O)n4c(nc3c2)CCCCC4)s1	0.0	-7	10	1	2.5	16	9	7
5	C/C(=N\NC(=O)c1cc(C(C)C)[nH]n1)c1ccco1	0.0	-13	0	-1	x	x	5	x
6	O=C(COC(=O)CC1c2ccccc2CCN1S(=O)(=O)c1ccc(F)cc1)Nc1ccccc1 (configuration not stated)	0.3	-14	-5	0	x	x	-15	x
7	COc1ccc(C[C@H]2CCc3cnnn3COC[C@@H](C(C)C)NC2=O)cc1	0.0	17	x	2	x	x	-4	x
8	O=c1[nH]c2cc3c(cc2cc1C(c1nnnn1C1CCCC1)N1CCCc2ccccc21)OCCO3 (configuration not stated)	x	x	-15	x	x	-1	-1	5
9	CC(C)(C)Nc1c([N+](=O)[O-])c(=O)sc2ccccc12	0.0	-13	x	1	-1.0	2	11	0
10	Cc1ccc(OCc2cc(C(=O)N(C)CCc3ccccc3)no2)cc1C	0.0	9	-10	-3	-0.1	72*	-7	-17
11	CCc1ccc(NC(=O)CSc2ccccn2)cc1	0.8	-8	-8	5	-6.2	x	-11	x
12	Cc1noc(C)c1CSCC(=O)N(C)CC(=O)Nc1ccc(Cl)cc1	0.3	-60	-9	3	3.1	-1	-15	8
13	C[C@@H]1CN([C@H](C)CO)C(=O)c2cc(NC(=O)CCCN(C)C)ccc2O[C@@H](C)CCCCO[C@H]1CN(C)C(=O)Nc1ccccc1	0.4	-11	-8	-1	1.4	-2	25	7
14	COc1ccc(CNC(=O)c2cc3c(c(-c4cccc(-c5cccc(C#N)c5)c4)n2)[C@H](CCO)N([S@@](=O)C(C)(C)C)C3)cc1	0.0	-41	-1	0	3.7	0	-16	-2
15	CCN1CCN(S(=O)(=O)c2ccc(Cl)c(C(=O)N(C)Cc3ccc(F)cc3)c2)CC1	0.1	-6	2	0	-2.9	2	-12	-5
16	Cc1cc(C(=O)NNC(=S)NC(=O)/C=C/c2ccccc2Cl)n[nH]1	x	-19	62*	-1	x	-5	10	0
17	C[C@H](CO)N1C[C@H](C)[C@H](CN(C)Cc2ccc(C(=O)O)cc2)Oc2ccc(NC(=O)Cc3cn(C)c4ccccc34)cc2CC1=O	-0.3	-18	-2	-2	1.9	-5	-11	5
18	COc1cccc(C(=O)Nc2ccc3c(c2)C(=O)N(C)[C@H]2CC[C@H](CC(=O)NCc4ccc(F)cc4)O[C@H]2CO3)c1	0.2	x	1	x	0.8	10	-22	-1
19	N#Cc1ccccc1NC(=O)CSc1nnc(-c2ccc(F)cc2)n1-c1ccccc1	x	x	-19	x	x	-5	-12	7
20	Cc1c(S(=O)(=O)N2CCc3ccccc3C2)c(=O)n(C)c(=O)n1C	0.1	-16	x	3	-0.4	0	3	2
21	COc1cc(OC)cc(C(=O)NC(=S)Nc2nnn(C)n2)c1	-0.1	-7	2	-2	2.7	x	9	x
22	Cn1ncc2c(NCc3ccccc3)ncnc21	x	-7	2	1	1.9	-12	-7	4
23	CCC(=O)Nc1ccc2c(c1)N(C(C)=O)c1ccccc1CC2	0.0	-8	-2	-4	-1.1	-4	-1	-4
24	COc1cccc(CN(C)C(=O)c2cc(S(=O)(=O)NCc3ccccc3)ccc2C)c1OC	-0.1	6	-2	-5	-0.1	-1	-17	x
25	CC(C)c1ccc(NC(=O)C(c2ccccc2)N(C)C(=O)CCc2c[nH]c3ccccc23)cc1 (configuration not stated)	0.1	-18	x	-2	-3.0	17	-5	1
26	COc1ccccc1-c1ccccc1[C@H]1[C@@H](C#N)N(C(=O)C2CCC2)[C@@H]1CO	0.1	-2	x	0	-0.3	x	-1	x
27	C[C@@H]1CN([C@H](C)CO)S(=O)(=O)c2ccc(C#CC3CCCC3)cc2O[C@@H]1CN(C)C(=O)Nc1cc(F)ccc1F	-1.0	-16	-5	1	1.8	-3	-29	-2
28	Nn1cc(-c2ccccc2)nc1SCC(=O)Nc1ccc2c(c1)OCO2	-0.1	-4	-2	-2	x	x	x	x
29	Cc1cc(C)c(S(=O)(=O)N2CCCc3ccccc32)c(C)c1	0.2	-12	-5	-1	-1.9	-7	-19	-3
30	Cc1cc(C(=O)NCC(=O)O)c(C)o1	x	-6	-1	9	1.5	-10	18	-6
31	CC(C)CCNC(=O)C(=O)Nc1cc2c3c(c1)CC(=O)N3CCC2	0.1	-11	0	2	0.3	7	-3	-1
32	CC(C)[C@@H](NC(=O)C1CCC(CNC(=O)[C@H](Cc2ccccc2)NC(=O)OC(C)(C)C)CC1)C(=O)O (some centres not stated)	0.2	-14	-4	-2	-3.8	7	4	-2
33	COCCCNC(=O)C[C@H]1C[C@@]2(C(=O)OC)C(=C[C@H](C(C)(C)C)O[C@@H]2C)N(CCc2ccc(OC)c(OC)c2)C1=O	0.1	-11	x	3	1.6	x	-16	x
34	C[C@H](NC(=O)C[C@H]1CC[C@@H](NS(=O)(=O)c2cccc(F)c2)[C@H](CO)O1)c1ccccc1	0.0	15	-5	1	0.7	-1	0	8
35	CS(=O)(=O)N(CC(=O)NCc1ccc2c(c1)OCO2)C1CCCCC1	0.0	-22	-6	7	-0.9	-7	9	x
36	Cc1cc(C)nc(SCc2ccc(C(=O)NN=C3CCCC3)cc2)n1	0.0	-7	4	2	0.0	x	6	x
37	O=S(=O)(NC1CC1)c1ccc(S(=O)(=O)N2CCCC3(CCCCC3)C2)cc1	x	x	7	x	x	2	24	0
38	CC(=O)Nc1ccc(OCC(=O)N2CCc3ccccc3C2)cc1	0.2	-11	5	3	1.1	3	-1	-6
39	COc1cc(/C=N/NC(=O)CCc2n[nH]c(=O)[nH]c2=O)ccc1O	0.1	x	-4	x	x	x	0	-1
40	COc1ccc2c(c1)[nH]c1c(=O)n(CCN(C)C)cnc12	x	x	-1	x	x	3	16	23
41	CCOC(=O)[C@@H]1CSCCS(=O)(=O)N1	0.1	-12	-3	0	2.0	-3	21	1
42	CC(C)(C)n1cnnc1Sc1ncccc1[N+](=O)[O-]	0.4	-14	-4	6	-0.7	x	-11	x
43	CCOc1ccc(OCCC(=O)OCC(=O)Nc2ccc3c(c2)OCO3)cc1	0.0	-13	-3	5	0.8	x	15	x
44	CO[C@@H](CN(C)C(=O)c1cnccn1)[C@@H](C)CN([C@H](C)CO)S(=O)(=O)c1ccccc1	0.1	-16	-1	-1	-0.1	-5	13	2
45	Cc1ccc(NC(=O)Cn2nc(C)c([N+](=O)[O-])c2C)cc1Cl	0.1	4	-8	0	1.3	x	6	x
46	CCOc1ccccc1/C=C/c1onc(C)c1S(=O)(=O)N1CCC(C(=O)N(CC)CC)CC1	0.0	9	9	2	0.6	-10	-28	-2
47	COc1ccc(Br)c(C=O)c1OS(=O)(=O)c1ccc(C)cc1	0.2	-10	x	-2	-3.0	x	-41	x
48	CCOc1ccccc1-n1c(=S)sc2c(=O)n(-c3ccc(C)cc3)c(=S)[nH]c21	0.0	-12	6	-2	-3.5	x	8	x

Exported with two lines to a compound: 2 of the compounds above
Order of results – Xi reactivation | RAD52 inh | ARNT TACC3 PPI | ERAP1 HTS inh | CFTR F508del cor | esBAF inh | GSIS activator | RAD54 inh
(45) Cc1ccc(NC(=O)Cn2nc(C)c([N+](=O)[O-])c2C)cc1Cl
→ 0.1 | 4 | -8 | 0 | 1.3 | x | 6 | x
(46) CCOc1ccccc1/C=C/c1onc(C)c1S(=O)(=O)N1CCC(C(=O)N(CC)CC)CC1
→ 0.0 | 9 | 9 | 2 | 0.6 | -10 | -28 | -2

Other structures follow:
#	SMILES	Xi reactivation	RAD52 inh	ARNT TACC3 PPI	ERAP1 HTS inh	CFTR F508del cor	esBAF inh	GSIS activator	RAD54 inh
49	C[C@H]1CCCCO[C@H](CN(C)C(=O)Nc2cccc3ccccc23)[C@@H](C)CN([C@@H](C)CO)C(=O)c2cc(NC(=O)c3ccncc3)ccc2O1	-0.1	-10	2	-6	1.9	7	-2	-30
50	COc1ccc(NC(=O)Nc2ccc3c(c2)CC(=O)N([C@@H](C)CO)C[C@@H](C)[C@H](CN(C)S(C)(=O)=O)O3)cc1	0.1	-3	x	-2	-2.3	x	-1	x
51	COc1ccc(CC(NC(=O)c2ccccc2)C(=O)NCC(=O)O)cc1 (configuration not stated)	-0.1	2	-4	-1	-5.0	-2	9	-10
52	Cc1ccc(NC(=O)Nc2nc3ccccc3s2)cc1NC(=O)Nc1nc2ccccc2s1	0.1	-9	-15	0	-2.0	29	3	1
53	CC(=O)Nc1ccc(C(=O)Nc2ccc(S(=O)(=O)N3CCCC3)cc2)cc1	x	-8	-2	2	x	-9	10	-6
54	Cc1ccc([N+](=O)[O-])cc1N(CC(=O)N1CCCCC1)S(C)(=O)=O	-0.1	-3	-2	2	-1.1	x	1	x
55	C[C@@H]1CCCCO[C@H](CN(C)S(=O)(=O)c2ccc(F)cc2)[C@@H](C)CN([C@H](C)CO)C(=O)c2cc(NS(=O)(=O)c3cn(C)cn3)ccc2O1	0.2	-4	x	-4	-0.3	-2	11	7
56	C[C@@H]1CN([C@@H](C)CO)C(=O)c2cc(C#CCc3ccccc3)cnc2O[C@@H]1CN(C)C(=O)C1CCC1	-0.6	8	-2	-1	-2.1	10	29	3
57	CO[C@H]1CN(C)C(=O)c2ccc(NC(=O)C3CC3)cc2OC[C@@H](C)N(C(=O)c2ccccn2)C[C@H]1C	0.5	-10	8	0	2.1	4	2	4
58	CC(C(=O)N1CCN(c2ccc([N+](=O)[O-])cc2)CC1)N1C(=O)C2CC=CCC2C1=O (configuration not stated)	-0.7	-8	-10	11	-0.3	x	-1	x
59	CCc1nnc(NC(=O)CSc2nnc(CNc3ccc(OC)cc3)n2CC)s1	0.2	-16	x	-2	1.2	x	11	x
60	Cc1ccccc1CNC(=O)C1CCC(=O)N(Cc2cccc(F)c2)C1 (configuration not stated)	0.2	9	-9	3	1.8	1	-3	-2
61	Cn1c(CNC(=O)CCNC(=O)c2cccc(Br)c2)cc(=O)n(C)c1=O	0.3	-11	40	1	2.1	-3	17	-4
62	O=C(N[C@@H]1CC[C@H](CCn2cc(C3CCCC3)nn2)O[C@H]1CO)c1cccnc1	0.0	-10	x	2	5.4	x	13	x
63	O=C(CC1CC1)N1CC[C@@H]2[C@H](CO)Nc3ccc(-c4ccc(F)cc4)cc3[C@@H]21	0.1	x	14	x	2.2	1	2	-2
64	CC1CCC2(CC1)NC(=O)N(CC(=O)N1CCc3ccccc3C1)C2=O (configuration not stated)	0.0	-12	0	1	-0.9	-4	0	-13
65	C/C(=C/c1ccccc1)C(=O)N1CCC(C)CC1	0.1	1	0	1	0.2	18	18	1
66	O=C(CC(Nc1cccc(Cl)c1Cl)C(=O)O)c1ccccc1 (configuration not stated)	0.2	-9	-3	1	-2.0	10	-4	-11
67	O=C(CSCc1ccc(Cl)cc1)N/N=C/c1ccco1	0.4	-24	3	3	1.2	x	17	x
68	CCCS(=O)(=O)NC(=O)C1(C)CCN(C(=O)c2cc(C)n(C(C)(C)C)n2)C1 (configuration not stated)	-0.1	-7	x	-3	0.7	1	x	18
